Compound activity as filed in PubChem.
PvdQ acylase – P. aeruginosa PvdQ acylase inhibitors, primary screen, biochemical, fluorescence, plate reader and imaging, single point; PvdQ acylase [Pseudomonas aeruginosa LESB58]; purified PvdQ acylase; inhibition, % at 10 µM; 340,000 tested, 0.063% active; in the data active = inhibition above about 30%, passing the limit was not always enough; inconclusive = no clear call, values can overlap the other calls;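 note: 0% = vehicle neutral wells and 100% = reference inhibitor wells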
dFosB act – activators of delta FosB homodimer, primary screen, biochemical, fluorescence polarization, TAMRA-CDK5 oligo, single point | Protein FosB (Mus musculus), P13346 | purified delta FosB; percent of positive-control signal above neutral wells | activation, % at 25 µM | 340,000 tested, 0.99% active;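 active = mean activation above about 17%, with every replicate also reaching it, limit read from the data, passing the limit was not always enough; inconclusive = only one of the two conditions met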;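 note: fluorescence polarization rise as delta FosB binds a TAMRA Cdk5 AP-1 oligo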
Wnt bcat act – Wnt/beta-catenin pathway activators, primary screen, cell-based, plate reader, single point | Wnt/beta-catenin reporter cell assay, activator | activation, % at 9.35 µM | 300,000 tested, 1.2% active; in the data active = activation above about 30%, passing the limit was not always enough; inconclusive = no clear call, values can overlap the other calls;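 note: 0% = neutral control wells and 100% = positive control wells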
cardiac RTF act – cardiac RTF calcium sensitivity activators, primary screen, biochemical, IANBD-TnC fluorescence, EC20 calcium; Troponin I, cardiac muscle (Homo sapiens) + Troponin T, cardiac muscle (Homo sapiens) + …; IANBD-labeled TnC RTF fluorescence at EC20 calcium; 0% EC20 calcium, 100% full calcium; activation, % at 7.2 µM; 340,000 tested, 0.24% active; AID 493008, 2010;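 active = activation above the mean over all tested compounds plus 3 SD, cut at about 30% in these data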;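 note: rise in fluorescence read as greater calcium sensitivity of cardiac thin filaments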
CDK5 p35 inh – inhibitors of human CDK5/p35 kinase, primary screen, biochemical, single concentration; inhibition, % at 10 µM; 330,000 tested, 0.01% active; Cyclin-dependent kinase 5 (Homo sapiens) + Cyclin-dependent kinase 5 activator 1 (Homo …; Recombinant CDK5/p35, ADP-Glo luminescence, 60 min;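 active = highest replicate inhibition of at least 50% and at least 75% of replicates reaching 50%; inconclusive = only one of the two criteria met; inactive = both criteria failed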;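 note: plate controls were DMSO neutral control for no effect and GW8510 at 10 µM for full effect; many of its hits are not listed in these tables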
Target sequence (Q00535 whole entry, looked up): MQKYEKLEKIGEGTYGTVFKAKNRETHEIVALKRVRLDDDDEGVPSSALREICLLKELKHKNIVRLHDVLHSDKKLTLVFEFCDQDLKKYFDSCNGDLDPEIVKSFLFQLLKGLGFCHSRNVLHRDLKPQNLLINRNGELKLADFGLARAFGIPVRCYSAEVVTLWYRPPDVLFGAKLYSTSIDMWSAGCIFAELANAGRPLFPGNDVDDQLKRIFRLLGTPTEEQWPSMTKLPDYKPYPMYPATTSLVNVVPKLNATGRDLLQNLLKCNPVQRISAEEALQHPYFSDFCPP
Target sequence (Q15078 whole entry, looked up): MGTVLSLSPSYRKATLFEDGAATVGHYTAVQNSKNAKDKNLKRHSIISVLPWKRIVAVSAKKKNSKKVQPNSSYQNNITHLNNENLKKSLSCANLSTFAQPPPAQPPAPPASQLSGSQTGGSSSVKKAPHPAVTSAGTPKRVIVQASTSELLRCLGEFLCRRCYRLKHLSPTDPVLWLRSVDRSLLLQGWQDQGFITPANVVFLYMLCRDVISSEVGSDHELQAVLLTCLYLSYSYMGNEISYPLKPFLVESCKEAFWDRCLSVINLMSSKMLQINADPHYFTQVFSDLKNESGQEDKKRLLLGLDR
HTR5A ag – HTR5A agonists in luminescence cell assay, primary screen, counter-screen for OPRM1-OPRD1 heterodimer agonist project, full-deck HTS; 5-hydroxytryptamine receptor 5A (Homo sapiens), P47898; cell-based; 340,000 tested, 0.61% active; activation, % at 9.3 µM; in the data active = activation mostly above about 9.5%, no sharp cut-off; inactive = mostly below about 7.6%;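 note: 0% = cells with vehicle only and 100% = reference agonist; strong numbers were not always called active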
Target sequence (P47898 whole entry, looked up): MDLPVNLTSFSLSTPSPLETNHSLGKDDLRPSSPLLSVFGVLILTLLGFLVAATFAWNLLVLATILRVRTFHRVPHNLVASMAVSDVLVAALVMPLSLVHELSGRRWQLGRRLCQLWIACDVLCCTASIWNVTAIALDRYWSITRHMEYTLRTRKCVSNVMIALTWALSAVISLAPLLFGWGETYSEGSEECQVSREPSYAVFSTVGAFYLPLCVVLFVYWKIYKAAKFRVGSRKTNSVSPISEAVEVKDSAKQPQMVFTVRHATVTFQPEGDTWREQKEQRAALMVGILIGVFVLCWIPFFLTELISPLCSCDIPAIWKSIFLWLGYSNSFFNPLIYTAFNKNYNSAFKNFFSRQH
SR-BI DiI-HDL act – activators of SR-BI mediated DiI-HDL uptake, primary screen, ldlA[mSR-BI] CHO cells, DiI fluorescence | 320,000 tested, 0.096% active | 3 h; 100 = double the neutral-control signal | activation, % at 12.5 µM | AID 504775, 2011;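 active = mean replicate activation of at least 60% and every replicate at or above 60%; inconclusive = mean or all-replicate condition met, but not both; inactive = mean below 60% and not all replicates reaching 60%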;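 note: 0% = median plate neutral-control signal and 100% = twice that signal; values of inactives mirror those of a sister screen read the other way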
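Material – SR-BI-overexpressing, LDLR-lacking CHO cells · Medium – BSA-supplemented, HEPES-buffered Ham's F12, pH 7.4 · Doses – single concentration · Times – compound with DiI-HDL co-incubation, 3 h at 37 °C · Measured by – bottom-read fluorescence, 550/595 nm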
Rtt109 HAT inh – inhibitors of C. albicans Rtt109/Vps75 HAT, primary screen, biochemical, ThioGlo CoA-SH fluorescence, plate reader; purified Rtt109/Vps75, 4 h; Histone acetyltransferase RTT109 (Candida albicans (strain SC5314 / ATCC MYA-2876)), …; inhibition, % at 34.9 µM; 330,000 tested, 0.16% active;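 active = inhibition of at least 50% in every replicate; inconclusive = best replicate reaches 50% inhibition but some replicates fall short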
MITF TRPM1 HTS – activators of MITF-driven TRPM1 promoter reporter, primary screen, cell-based, SK-MEL-5, luciferase, single point; 300,000 tested, 0.75% active; AID 588334, 2011; SK-MEL-5 TRPM1-promoter luciferase, 24 h; % of positive control, neutral wells = 0; activation, % at 12.5 µM;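 active = mean activation of at least 80% with every replicate also reaching 80%; inconclusive = mean reaches 80% but some replicate falls short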;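 note: 0% = neutral control wells and 100% = parthenolide positive control wells; values of inactives mirror those of a sister screen read the other way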
SR-BI DiI inh – inhibitors of SR-BI mediated HDL lipid uptake, primary screen, ldlA[mSR-BI] cells, fluorescence, single point; 320,000 tested, 0.96% active; inhibition, % at 12.5 µM; AID 488896, 2010; Scavenger receptor class B member 1 (Mus musculus), Q61009; ldlA[mSR-BI] CHO cells, DiI-HDL uptake fluorescence, 3 h;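 active = mean replicate inhibition of at least 70% and a set share of replicates each scoring 70 or more; inconclusive = meets just one of the two criteria; inactive = fails both criteria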;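 note: 0% = median of neutral control wells and 100% = median of positive control wells; values of inactives mirror those of a sister screen read the other way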
Starred values were filed as active, the others as inactive; u = inconclusive; x = no result given.

Screens in order – MITF TRPM1 HTS, PvdQ acylase, SR-BI DiI-HDL act, HTR5A ag, SR-BI DiI inh, Wnt bcat act, dFosB act, cardiac RTF act, Rtt109 HAT inh, CDK5 p35 inh
1: COc1cc(C2C(C#N)=C(N)Oc3n[nH]c(-c4ccccn4)c32)cc(OC)c1OC (stereo not given)
→ 6, -12, 11, -9, -11, 2, 2, 2, 11, -1.8
2: CC(C)C(C)NC(=O)COc1ccc([N+](=O)[O-])cc1Cl (stereo not given)
→ -3, 8, 10, -3, -10, -1, -11, -3, 17, 0.2
3: Cn1c(N)c(S(=O)(=O)N2CCN(c3ccccc3Cl)CC2)c(=O)n(C)c1=O
→ 15, -7, 13, 1, -13, -3, -8, -5, 2, -0.2
4: CCOP(=O)(OCC)c1nc(-c2ccccc2Cl)oc1N1CCOCC1
→ 18, -9, 9, 0, -9, -6, -5, -1, -1, 0.4
5: COc1ccc(NC(=O)CS(=O)CC(=O)Nc2cc(Cl)ccc2OC)cc1 (stereo not given)
→ x, 12, -16, 8, 16, -1, -6, 3, x, -1.9
6: CC(NCC(O)COCc1cccs1)C1CC2CCC1C2 (stereo not given)
→ 8, -11, -3, 5, 3, x, -3, 4, 3, 1.4
7: COc1ccccc1NC(=O)CC1S/C(=N/N=C(\C)C2CCCCC2)NC1=O (stereo not given)
→ -5, 1, x, 3, 33, 0, -3, -3, 17, -1.7
8: CC(C)(C)NC(=O)CSc1nc(O)cc(=O)n1-c1ccccc1F
→ 12, -1, -3, 8, 3, x, 0, 8, 11, -1.9
9: CCOC(=O)c1c(C)nc(SC)c(C#N)c1-c1ccccc1
→ 5, -6, -14, 1, 14, x, -2, -5, -1, -0.8
10: COc1ccc([N+](=O)[O-])c(O)c1C(C)=O
→ -8, 4, 17, -2, -17, -1, 1, -5, 10, -1.7
11: Cc1cccc(NC(=O)Nc2ccc(Br)cc2)n1
→ 56, -5, -6, -1, 6, 27, 0, 4, -6, 0.4
12: O=C(N/C(=C\c1ccc(Cl)cc1)C(=O)N1CCCCC1)c1ccco1
→ 8, -17, 2, -5, -2, -1, -3, 0, 0, -0.2
13: CC(Sc1nnc2ccccn12)C(=O)N1CCc2ccccc2C1 (stereo not given)
→ 10, -10, -1, 4, 1, x, 1, -2, -4, 1.6
14: CCN(CC(=O)NCc1ccc(Cl)cc1)C(=O)/C=C/c1ccc(C#N)cc1
→ -5, 13, -4, 2, 4, -3, -6, -6, 8, -1.3
15: Cc1ccc(S(=O)(=O)NC(C(=O)N2CCOCCOCCOCCOCC2)c2ccccc2)cc1 (stereo not given)
→ 0, 12, 14, -5, -14, -1, 10, 5, 8, -0.7
16: COc1ccc(C(=O)NCCNc2ccc([N+](=O)[O-])cc2)cc1
→ 0, 7, -27, -1, 27, 23, -6, -1, 12, -0.5
17: O=C(O)/C=C/C(=O)Nc1cc(F)ccc1F
→ -4, 14, -15, 2, 15, 0, -1, 0, 2, 3.1
18: NNC(=O)c1cc(C23CC4CC(CC(C4)C2)C3)nc2ccccc12
→ x, -18, -89, 0, 89*, -2, 3, -6, 3, 0.3
19: COc1ccc(/C=C2\SC(=O)N=C2N)cc1
→ 7, -5, -8, -4, 8, x, u, 1, 1, -1.6
20: COc1ccc(NC2CC(=O)N(c3ccc(C(=O)O)cc3)C2=O)cc1 (stereo not given)
→ -4, 6, 23, -1, -23, -1, 2, 2, 9, -1.5
21: CC(Cc1cccnc1)NC(=O)c1cc(COc2ccc(F)cc2F)on1 (stereo not given)
→ -4, -6, -16, 5, 16, 0, -15, 1, -6, 0.3
22: COc1ccc2c(c1)c(C(=O)CN1CCC(C(N)=O)CC1)c(C)n2C
→ x, -19, 13, 7, -13, x, 8, -5, 15, -0.4
23: O=S(=O)(NCCC1=CCCCC1)c1ccc(OC(F)(F)F)cc1
→ -8, -5, 29, 7, -29, -1, -2, -5, -1, -0.1
24: CCOCCCNC(=O)c1c(-c2ccccc2)noc1C
→ 3, 8, 17, 5, -17, x, 1, -2, 9, -1.8
25: Nc1cc[n+](CC(=O)c2ccccc2)cc1
→ 12, 10, 23, 0, -23, -4, -4, -3, 2, 1.4
26: COC(=O)c1sc(NC(=S)NNC(=O)c2c(Br)c(C)nn2C)c(C(=O)OC)c1C
→ -1, 12, -38, 1, 38, 2, -6, -6, -2, 1.3
27: Cc1oc2c(C)c3oc(=O)c(CCC(=O)N4C[C@H]5C[C@@H](C4)c4cccc(=O)n4C5)c(C)c3cc2c1C
→ 12, -17, -7, 6, 7, -1, 0, 6, -4, -0.1
28: CCN(CC)S(=O)(=O)c1ccc(-c2nnc(SCC(C)=O)o2)cc1
→ 3, 7, -3, -4, 3, 3, -1, 0, 2, 1.2
29: CC(=O)OCCNC(=O)c1cccnc1
→ 12, 4, 7, -5, -7, x, 5, -6, -4, 6.2
30: O=C(CSc1nc2ccsc2c(=O)n1Cc1ccccc1)NCC1CCCO1 (stereo not given)
→ -4, -7, -1, 0, 1, -1, 0, 4, -5, 0.8
31: COc1ccc(NC(=O)c2sc3nc(N4CCOCC4)c4c(c3c2N)CC(C(C)C)OC4)c(OC)c1 (stereo not given)
→ 16, 3, -65, 3, 65, -2, -6, -5, -7, 1.3
32: CCc1c(C)sc(NC(=O)/C=C/C(=O)O)c1C(N)=O
→ x, -12, -9, -3, 9, 1, 4, 3, -10, -3.4
33: Cn1nc(C(F)(F)F)c(C(=O)Nc2ccc(F)cc2F)c1Sc1cccc(Cl)c1
→ -4, -6, 14, -1, -14, x, -3, -5, 5, -0.5
34: O=C(NC(=O)c1ccc(Cl)c(Cl)c1)OC1CCS(=O)(=O)C1 (stereo not given)
→ x, -9, x, -5, x, x, -6, -1, -7, -1.1
35: OCCN(CCCn1c(-c2ccncc2)nc2ccccc21)c1nc(CN2CCCCC2)cs1
→ -1, -4, 10, -2, -10, 3, 0, 9, 8, 0.1
36: COc1cccc(C2=NN(C(=O)c3ccccc3)C(O)(C(F)(F)F)C2)c1 (stereo not given)
→ x, -16, 18, 6, -18, -3, -8, 8, x, -0.2
37: O=C(CSc1ncnc2sccc12)N1CCN(C(=O)c2cccs2)CC1
→ 8, -14, 0, 1, 0, -1, -2, 0, 18, 0.4
38: CCC(C)NC(=O)c1cc(Cl)ccc1OC (stereo not given)
→ 10, -4, -5, -2, 5, -3, -1, -2, -4, -3.9
39: COc1ccc(S(=O)(=O)N2CCCCC2)cc1NC(=O)c1ccc(C)cc1
→ 7, 3, 11, -3, -11, -2, 4, -3, 1, -0.3
40: Cc1ccc(NC(=O)NNC(=O)CN2C(=O)COc3ccccc32)cc1
→ 2, -12, x, -5, x, 4, -6, -4, 3, 1.0
41: CC(C)c1ccccc1NC(=S)NCC1(N(C)C)CCCCC1
→ 3, 1, -8, 0, 8, 0, -6, 1, -11, -0.4
42: CCOC(=O)C(C)n1ncn2cccc2c1=O (stereo not given)
→ 5, 8, x, -3, x, x, 11, 2, -5, 0.8
43: CNc1ncnc(NC)c1[N+](=O)[O-]
→ 8, 5, 10, -2, -10, -3, -1, -1, 21, -2.4
44: O=C(Cn1cc2c(n1)CCCC2)N1CCc2ccccc21
→ 0, -14, 4, -6, -4, 1, -8, 4, -2, 1.6
45: CC(=O)Nc1ccc(S(=O)(=O)NC(C(=O)O)C(C)O)cc1 (stereo not given)
→ -2, -1, x, -3, x, -1, 9, -2, 7, 0.6
46: CCc1c(C)nc(SCCOc2ccc(OC(C)C)cc2)[nH]c1=O
→ -9, -4, 8, 0, -8, x, -6, 0, 0, -1.0
47: COc1ccc(-c2[nH]ncc2CNC(C)c2ccccc2Cl)cc1F (stereo not given)
→ 21, 2, x, 2, x, 43*, -3, -4, -17, 0.4
48: NC(=O)c1cccnc1
→ 0, -6, 2, 1, 3, -1, -5, 5, 4, -5.3
49: N#CN1CCC(NS(=O)(=O)c2ccc(C(F)(F)F)cc2)CC1
→ -2, -5, 2, 4, -2, -1, -1, 11, 0, -1.0
50: CCOc1ccccc1OCCC(=O)Nc1ccc(F)c(Cl)c1
→ 3, -24, -2, 3, 2, -4, -1, 14, -3, -0.9
51: Cc1cc(C)c2cc3c(N)c(C(=O)Nc4c(C)[nH]c(=O)[nH]c4=O)sc3nc2c1
→ -26, 4, 7, 5, -7, -12, -10, 7, -2, -0.5
52: CCN(CC)C(=O)COc1ccc(S(=O)(=O)N2CCCC2)cc1
→ x, -22, 9, 0, -9, 0, 3, 0, 2, -0.4
53: CCC(=O)c1cn(CC(=O)OC)c2ccccc12
→ -3, 9, -3, 4, 3, x, -9, -4, -20, 0.5
54: CC(NC(=O)COC(=O)/C=C/c1ccco1)c1ccccc1 (stereo not given)
→ 0, -13, 17, -2, -17, 0, -3, 1, 5, 0.0
55: Cc1ccc(C(c2nnnn2C2CCCC2)N2CCN3CCCC3C2)cc1 (stereo not given)
→ x, -3, 17, -4, -17, -7, -2, -2, -2, 0.4
56: CC(=O)c1cnc(Nc2nc(C)c3ccc(C)cc3n2)nc1C
→ x, 2, -1, 4, 1, -3, -4, 3, -4, 0.4
